# Screens as filed in PubChem.
# SRC3 inh: inhibits human SRC3 coactivator. AID 588352. 0.17% of 360,000 active. Q9Y6Q9. inhibition, % at 3.6 µM. HEK293 GAL4-SRC3 luciferase reporter, luminescence;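 active = inhibition above a per-campaign cutoff, the mean of all compounds plus 3 SD, cut at about 60% in these data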;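 note: 0% = DMSO-treated cells and 100% = gossypol-treated cells at 36 µM; higher means less SRC3-driven luciferase light from the GAL4 reporter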
# LMP1 NFkB inh: Epstein-Barr LMP1 NF-kappaB reporter inhibition. LMP1-induced NF-kappaB luciferase reporter cells, luminescence. 0.69% of 350,000 active. inhibition, % at 12.5 µM; in the data active = inhibition above about 41%;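 note: 0% = neutral control wells and 100% = reference inhibitor control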
# TWEAK-Fn14 inh: blocks TWEAK-Fn14 interaction in a reporter cell assay; 2% of 360,000 active; inhibition, % at 10 µM; TWEAK-stimulated Fn14 reporter cells, luciferase luminescence, 8 h; in the data active = inhibition above about 50%
# NCOA1 inh: inhibitors of human steroid receptor coactivator 1 (SRC1); inhibition, % at 3.6 µM; HEK293 GAL4-SRC1 luciferase reporter, luminescence; AID 588354; 0.12% of 360,000 active;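 active = inhibition above the campaign mean plus 3 SD, with each screening campaign given its own cutoff, cut at about 60% in these data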;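 note: 0% = DMSO treated cells and 100% = gossypol at 36 µM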
# NOD2-RIPK2 inh: NOD2-RIPK2 protein interaction inhibition; CHO BLA complementation NOD2-RIPK2, CCF4 ratio; 0.38% of 360,000 active; inhibition, % at 4.98 µM; O43353; in the data active = inhibition above about 21%;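 note: 0% = vehicle only and 100% = reference blocker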
# LRH-1 inv ag: NR5A2 inverse agonism in reporter assay. HEK293T StAR-luciferase reporter, LRH-1 transfected, 24 h. O00482. AID 602396. inhibition, % at 3.6 µM. 0.13% of 360,000 active;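 active = inhibition above the mean inhibition of all tested compounds plus 3 SD, cut at about 73% in these data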;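 note: 0% = DMSO wells and 100% = reporter-only cells lacking LRH-1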
# Target sequence (O00482 whole entry, looked up): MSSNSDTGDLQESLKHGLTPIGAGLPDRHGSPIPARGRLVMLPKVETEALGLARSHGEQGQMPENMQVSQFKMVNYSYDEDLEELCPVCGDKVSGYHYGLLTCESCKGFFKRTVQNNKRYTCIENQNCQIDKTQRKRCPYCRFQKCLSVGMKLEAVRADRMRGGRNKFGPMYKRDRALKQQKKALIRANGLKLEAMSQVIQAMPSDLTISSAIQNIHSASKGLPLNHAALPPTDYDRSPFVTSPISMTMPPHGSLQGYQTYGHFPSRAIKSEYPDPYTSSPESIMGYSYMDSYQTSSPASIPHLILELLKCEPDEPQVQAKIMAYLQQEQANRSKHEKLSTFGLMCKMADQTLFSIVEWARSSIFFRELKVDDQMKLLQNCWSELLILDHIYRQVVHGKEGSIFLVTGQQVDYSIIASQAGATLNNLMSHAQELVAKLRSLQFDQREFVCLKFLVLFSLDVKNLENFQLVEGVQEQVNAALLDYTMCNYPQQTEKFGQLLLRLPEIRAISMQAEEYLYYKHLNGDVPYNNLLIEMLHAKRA
# NR2F2 inh: NR2F2 (human) inhibition, primary screen; P24468; HEK293T NGFI-A luciferase reporter, luminescence; inhibition, % at 8.6 µM; 0.7% of 370,000 active; AID 686940;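 active = inhibition above a per-plate cutoff, mean inhibition of test wells between control levels plus 3 SD, cut at about 38% in these data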;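 note: cells cotransfected with COUP-TFII expression vector driving the NGFI-A reporter; 0% = median of COUP-TF2 test wells and 100% = reporter-only cells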
# Target sequence (P24468 whole entry, looked up): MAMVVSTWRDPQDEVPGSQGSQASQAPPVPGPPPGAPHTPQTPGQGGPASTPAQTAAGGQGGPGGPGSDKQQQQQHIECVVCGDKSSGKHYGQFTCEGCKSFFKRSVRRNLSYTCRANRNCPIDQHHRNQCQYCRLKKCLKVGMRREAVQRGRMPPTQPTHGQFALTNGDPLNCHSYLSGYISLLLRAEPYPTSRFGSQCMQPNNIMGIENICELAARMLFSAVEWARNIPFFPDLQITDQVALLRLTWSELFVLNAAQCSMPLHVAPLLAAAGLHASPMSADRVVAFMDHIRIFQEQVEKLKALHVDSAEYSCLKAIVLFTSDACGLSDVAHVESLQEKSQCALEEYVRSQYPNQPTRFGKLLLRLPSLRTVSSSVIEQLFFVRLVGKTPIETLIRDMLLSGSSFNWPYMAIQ
# C8 TRAIL sens: caspase-8 TRAIL sensitization. NB7+C8 cells + TRAIL, ATPlite viability luminescence. inhibition (viability loss, TRAIL sensitization), % at 10 µM. 1% of 360,000 active;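 active = compounds causing at least 50% loss of cell viability in the single-dose screen, relative to plate controls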
# TLR9-MyD88 block: inhibitors of human TLR9-MyD88 binding | AID 504734 | 0.21% of 340,000 active | CHO BLA complementation TLR9-MyD88, CCF4 FRET ratio | inhibition, % at 4.98 µM | Q9NR96+Q99836;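 active = inhibition above the mean over all tested compounds plus 3 SD, cut at about 21% in these data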;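 note: 0% = DMSO only wells and 100% = clavulanate BLA inhibitor control wells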
# TROY signal inh: blocks TROY-dependent signaling in reporter cells; Q293 LMP1-TROYcd NF-kB luciferase reporter, 4 h; inhibition, % at 10 µM; AID 1347056; 0.98% of 360,000 active;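 active = compounds whose plate-normalised and pattern-corrected inhibition of the luciferase reporter signal at the single screening dose is 50% or more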
# NCOA2 inhibitor: human SRC2 (NCOA2) inhibition; HEK293 GAL4-SRC2 luciferase reporter, luminescence; inhibition, % at 9 µM; 0.17% of 370,000 active; Q15596; AID 651957;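 active = inhibition above the mean inhibition of all tested compounds plus 3 SD, set per campaign, cut at about 52% in these data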;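 note: 0% = DMSO treated cells and 100% = cells given Gossypol at 36 µM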
# Active calls of the source: *; · = no result given. These rows are one share of the data. The share of hits here may be higher or lower than overall.
SMILES,SRC3 inh,LMP1 NFkB inh,TWEAK-Fn14 inh,NCOA1 inh,NOD2-RIPK2 inh,LRH-1 inv ag,NR2F2 inh,C8 TRAIL sens,TLR9-MyD88 block,TROY signal inh,NCOA2 inhibitor
Cc1ccc(C2C(=O)NC(=O)NC2=O)cc1,8,-2,11,-4,-11,15,8,-2,-6,-18,3
O=C(COc1ccccc1)N1CCN(CC2CC=CCC2)CC1 (stereo not given),0,-10,11,0,6,-2,-5,-9,-11,-8,-1
c1ccc2cc(CC3=NCCN3)ccc2c1,-6,-2,11,-22,-4,0,-14,-3,6,-15,-5
BrCCc1ccccc1,19,-3,-10,-18,-9,11,-14,-9,-4,-11,19
O=C(CCc1nnc2ccc(NCc3ccccc3Cl)nn12)N1CCC2(CC1)OCCO2,21,2,-26,-34,0,6,11,17,2,-2,-11
O=C1CC23c4ccccc4N4C(=O)CC5OCC=C6CN1C2CC6C5C43 (stereo not given),8,32,-3,0,2,2,-14,-5,4,-3,-41
c1cc2n(c1)-c1c(ccc3c1OCO3)CNC2c1ccc2c(c1)OCO2 (stereo not given),-4,7,-30,7,1,-20,4,5,-5,19,-2
NC(Cc1ccc(F)cc1)c1csc(Nc2cnccn2)n1 (stereo not given),9,·,-5,-5,6,-10,10,12,·,-23,-9
C=C(COC(=O)CCC(=O)O)CC1CC(O)[C@]2(C)OC3CC4OC5C[C@]6(C)O[C@]7(C)CCC8OC9C[C@]%10(C)OC%11C(C)=CC(=O)OC%11CC%10OC9C[C@@H](C)C8OC7CC6O[C@]5(C)C/C=C\C4OC3CC2O1 (stereo not given in full),-10,-5,8,-5,-10,-17,·,2,1,-1,·
CCOC(=O)c1c(C)n(Cc2ccccc2)c2ccc(OCC(O)Cn3nc(C)cc3C)cc12 (stereo not given),-8,9,37,-22,2,2,-10,2,6,29,-27
O=C(COc1ccc2c3c(c(=O)oc2c1)CCC3)N1C[C@H]2C[C@@H](C1)c1cccc(=O)n1C2,-4,2,-34,-51,-4,19,-13,-13,1,-1,-29
C=CCn1c(O)c(C(C)=NC(C)c2ccccc2)c(=O)[nH]c1=O (stereo not given),21,25,8,-11,-7,16,-29,12,-4,-28,-32
Cc1nn(Cc2ccccc2)c(C)c1C(=O)NCc1ccccc1,-6,0,-4,1,9,-23,2,-45,-7,6,9
CC(=O)O[C@H]1C(=O)[C@@]2(C)C([C@H](OC(=O)c3ccccc3)[C@]3(O)C[C@H](OC(=O)[C@H](O)[C@@H](NC(=O)Cc4ccccc4)c4ccccc4)C(C)=C1C3(C)C)[C@]1(OC(C)=O)CO[C@@H]1C[C@@H]2O (stereo not given in full),1,-2,33,8,-1,43,8,41,-3,-33,-16
Cc1c(Br)c(=O)oc2cc(OCC(=O)N3C[C@H]4C[C@@H](C3)c3cccc(=O)n3C4)ccc12,0,0,-14,-15,-7,15,-4,2,2,-5,-31
COc1ccc(NP(=O)(Nc2ccc(OC)cc2)Oc2ccccc2)cc1,5,1,8,-6,-14,14,13,-3,0,-6,6
CN1C(=O)N(C)C(=O)C(NS(=O)(=O)c2ccc(N)cc2)(c2ccccc2)C1=O,-9,7,15,-10,-1,-19,0,-7,-9,0,-4
CCOC(=O)CC1=C(C(=O)OCC)C2(C(=O)Nc3ccccc32)C(C#N)=C(N)O1 (stereo not given),-3,2,11,-12,-5,7,-10,-17,-4,7,-9
COC(=O)C1=C(c2cccc(OCc3ccccc3)c2)C[C@@H]2CC[C@H]1N2C(=O)NCCOc1ccccc1,10,6,28,-9,-28,2,14,4,1,1,-1
Cc1ccc2c(c1)c(=O)c1c3n2CCN(CC2CO2)C3CC1 (stereo not given),-7,4,-14,-14,-7,11,5,-6,2,17,-20
c1ccc2[nH]c(CCN3CCCCC3)nc2c1,-2,-3,-13,-1,5,10,0,-6,2,-15,-4
CCOP(=O)(OCC)c1cc(C)c(O)c(C(C)(C)C)c1,19,-2,-9,10,-6,-4,1,0,-14,-8,10
Nc1ccc(Br)cc1C(=O)c1ccccc1,-9,8,15,-7,-4,3,-3,-5,12,-13,15
O=C(O)C1(c2ccc(Cl)cc2)CCC1,9,-7,-9,-3,8,13,11,-6,-2,11,-21
COc1ccc(N2CCN(C(CNC(=O)Oc3ccccc3)c3cccnc3)CC2)cc1 (stereo not given),1,-2,2,12,-5,-5,-3,17,-6,11,-8
C#CCOC(=O)C1=CCCN(C)C1,-1,-8,8,-2,-12,-7,-1,-17,-3,-1,16
CN(C)c1ccc(C2C3C=CC(C3)C2(C#N)C(=O)O)c(Br)c1 (stereo not given),3,-1,11,-11,-12,12,-25,2,5,-4,-9
CCC(=O)Nc1ccc(Cl)c(Cl)c1,-23,3,6,1,-9,0,0,10,2,-18,9
COc1ccc(C(SCC(NC(=O)OCc2ccccc2)C(=O)O)c2ccc(OC)cc2)cc1 (stereo not given),-3,0,-25,-15,-8,-5,-10,-10,-3,-29,-19
CSc1ncc(CN2CCCC(C(=O)c3sccc3C)C2)cn1 (stereo not given),-1,8,-22,-22,1,-5,27,-5,-2,14,6
OC(CNC1CCCCC1)c1ccccc1 (stereo not given),-12,3,1,-14,-6,0,-10,-7,3,-11,-28
CC(=O)O[C@H]1CC[C@@]2(C)[C@H](C1)C(=O)C[C@H]1[C@@H]3CC[C@@H]4[C@@H](CN5C[C@@H](C)CC[C@H]5[C@@]4(C)O)[C@@H]3C[C@@H]12,-7,5,-5,7,-9,-2,11,12,5,1,14
CC1CCCN(C(=O)c2ccc(N3CC4CC(C3)c3cccc(=O)n3C4)c([N+](=O)[O-])c2)C1 (stereo not given),12,4,5,-2,2,-2,1,-10,-4,7,-7
COCCCN=Cc1c(O)[nH]c(=S)[nH]c1=O,-47,2,-13,10,-4,-42,1,-4,0,-8,-32
CCN(CC)CCNCC(=O)Nc1ccc(Cl)cc1C(=O)c1ccccc1,10,-4,-11,6,-5,10,-6,17,7,-39,-6
O=C1N(c2cccc(Cl)c2)C(c2cccnc2)N2CCCN12 (stereo not given),18,-3,-7,10,-3,8,-2,1,5,10,-11
N#CC1=C(N)Oc2c(c(=O)oc3ccccc23)C1c1ccccc1OC(=O)c1cccs1 (stereo not given),17,-2,51*,-46,9,18,7,7,-9,8,-2
CCn1c(O)c(/C=N/NC(=O)c2ccncc2)c(=O)[nH]c1=S,18,-2,0,-3,-1,23,-10,10,11,-1,4
O=C(c1ccccc1)c1cn(CC(=O)N2CCCc3ccccc32)c2ccccc12,-16,-18,0,-13,-2,3,12,3,6,-15,3
CCN1C[C@]2(CO)CC[C@H](OC)[C@@]34C5C[C@H]6[C@H](OC)C5[C@](O)(C[C@H]6OC)[C@@H](C(OC)C23)[C@@H]14 (stereo not given in full),6,-3,3,1,5,-19,-7,-11,-8,-4,-12
CC[C@@H](CO)C1CC2NC3CC4(c5ccccc5N(C)[C@@H]24)C(O)C31 (stereo not given in full),19,-3,-9,1,-8,33,5,-12,3,6,8
COC(=O)C1=C(c2ccc(OCc3ccccc3)cc2)C[C@@H]2CC[C@H]1N2C(=O)NCc1ccc(F)cc1,-14,-9,19,-20,-1,-13,20,-1,-3,11,-12
CCCCCCN=C(CC)c1c(O)n(CCCC)c(=O)[nH]c1=O,22,0,16,-7,-2,5,18,-9,-12,18,12
O=[N+]([O-])c1cnc2ccc3ccccc3c2c1,0,-12,5,-7,0,18,10,-9,-2,35,-3
O=C1Nc2ccccc2C(c2ccccc2)=NC1O (stereo not given),-5,1,12,4,-3,-10,-21,1,0,-4,27
Cc1ccc(/C=C2/Sc3ccc(C(=O)N4CCC5(CC4)OCCO5)cc3NC2=O)cc1,18,9,20,1,2,8,-3,11,-7,31,9
C/C1=C\[C@@H](C)C/C=C/[C@H]2[C@@H]3O[C@]3(C)[C@@H](C)[C@H]3[C@H](Cc4c[nH]c5ccccc45)NC(=O)[C@]32C(=O)/C=C/C(=O)[C@@H]1O,19,19,-125,7,5,39,·,30,1,-53,·
O=c1c2ccccc2nc(Cc2ccccc2)n1-c1ccccc1,-38,-21,-53,-136,-6,-37,-15,0,-1,-15,-5
c1ccc2c(c1)Nc1ccccc1S2,-20,13,-2,-12,-14,10,·,-4,3,-8,·
Cc1cc(C=O)c(C)n1C1CCCCC1,-5,1,-15,-8,7,6,-19,-1,-6,8,-5
c1ccc(N2[C@@H]3CC[C@H]2c2ccncc2C3)cc1,·,·,·,·,-15,14,-3,4,·,·,-8

# Given field by field: part of the list above
> Cc1cc(C=O)c(C)n1C1CCCCC1
  SRC3 inh = -5 | LMP1 NFkB inh = 1 | TWEAK-Fn14 inh = -15 | NCOA1 inh = -8 | NOD2-RIPK2 inh = 7 | LRH-1 inv ag = 6 | NR2F2 inh = -19 | C8 TRAIL sens = -1 | TLR9-MyD88 block = -6 | TROY signal inh = 8 | NCOA2 inhibitor = -5
> Cc1ccc(/C=C2/Sc3ccc(C(=O)N4CCC5(CC4)OCCO5)cc3NC2=O)cc1
  SRC3 inh = 18 | LMP1 NFkB inh = 9 | TWEAK-Fn14 inh = 20 | NCOA1 inh = 1 | NOD2-RIPK2 inh = 2 | LRH-1 inv ag = 8 | NR2F2 inh = -3 | C8 TRAIL sens = 11 | TLR9-MyD88 block = -7 | TROY signal inh = 31 | NCOA2 inhibitor = 9
> O=c1c2ccccc2nc(Cc2ccccc2)n1-c1ccccc1
  SRC3 inh = -38 | LMP1 NFkB inh = -21 | TWEAK-Fn14 inh = -53 | NCOA1 inh = -136 | NOD2-RIPK2 inh = -6 | LRH-1 inv ag = -37 | NR2F2 inh = -15 | C8 TRAIL sens = 0 | TLR9-MyD88 block = -1 | TROY signal inh = -15 | NCOA2 inhibitor = -5
> c1ccc2c(c1)Nc1ccccc1S2
  SRC3 inh = -20 | LMP1 NFkB inh = 13 | TWEAK-Fn14 inh = -2 | NCOA1 inh = -12 | NOD2-RIPK2 inh = -14 | LRH-1 inv ag = 10 | NR2F2 inh = · | C8 TRAIL sens = -4 | TLR9-MyD88 block = 3 | TROY signal inh = -8 | NCOA2 inhibitor = ·

# Some of the entries so far, field by field.
> C#CCOC(=O)C1=CCCN(C)C1
  SRC3 inh = -1 | LMP1 NFkB inh = -8 | TWEAK-Fn14 inh = 8 | NCOA1 inh = -2 | NOD2-RIPK2 inh = -12 | LRH-1 inv ag = -7 | NR2F2 inh = -1 | C8 TRAIL sens = -17 | TLR9-MyD88 block = -3 | TROY signal inh = -1 | NCOA2 inhibitor = 16

> O=c1c2ccccc2nc(Cc2ccccc2)n1-c1ccccc1
  SRC3 inh = -38 | LMP1 NFkB inh = -21 | TWEAK-Fn14 inh = -53 | NCOA1 inh = -136 | NOD2-RIPK2 inh = -6 | LRH-1 inv ag = -37 | NR2F2 inh = -15 | C8 TRAIL sens = 0 | TLR9-MyD88 block = -1 | TROY signal inh = -15 | NCOA2 inhibitor = -5
